TbPYK inhibitor: blocks Trypanosoma brucei pyruvate kinase | Q57TT1 | TbPYK enzyme, Kinase-Glo Plus ATP luminescence, 45 min | Potency, µM (doses to about 76.8 µM), for inactives: at the highest dose activity, negative = inhibition, hits mostly inhibitors | actives 0.12% (n = 410,000) | AID 624173; also: potency is read from the fitted curve at half-maximal effect; % is scaled to controls: 0 for no effect and ±100 for the full control effect; nearly all actives have a fitted effect of over 50% in size
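TbPYK + substrate in 50 mM TEA pH 7.2, 100 mM KCl, 10 mM MgCl2, 0.05% BSA, 0.01% Tween-20; cpd pinned; ADP 130 uM final; 45 min RT; Kinase-Glo Plus 10 min; luminescence endpoint.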
Shiga toxin inh: blocks Shiga toxin action in Vero cells; inhibition, % at 38.7 µM; Vero cells, Shiga toxin protein synthesis inhibition reporter; actives 9.2% (n = 290,000); in the data active = inhibition mostly above about 28%, no sharp cut-off; inactive = mostly below about 43%; also: 0% is about no effect
HCV inhibitor: blocks hepatitis C virus; Huh7.5.1 HCVcc-Cre infection, luciferase reporter, 44 h; Potency, µM (top dose mostly 41.8 µM), for inactives: top-dose activity change, negative = inhibition, hits mostly inhibitors; actives 3.4% (n = 340,000); AID 651820; also: potency is read from the fitted curve at half-maximal effect; % is scaled to controls: 0 for no effect and ±100 for the full control effect
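Compounds are dispensed onto cells plated 4 h earlier at 1,000 per well, with HCVcc-Cre virus (about 0.5 moi) added next. Following 44 h of culture, luminescent signal is measured for 15 sec after 15 min with substrate at room temperature.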
Pf growth 48h: P. falciparum growth inhibition at 48 hours (one generation). P. falciparum luciferase growth in erythrocytes, 48 h. Potency, µM (series often up to 28.7 µM), for the others: at the top dose activity change, negative = inhibition, hits mostly inhibitors. actives 5.9% (n = 310,000); also: potency is read from the fitted curve at half-maximal effect; % is scaled to controls: 0 for no effect and ±100 for the full control effect
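Erythrocytes infected with P. falciparum carrying an integrated firefly luciferase reporter (2% hematocrit, 0.1% parasitemia final) were exposed to compounds in RPMI 1640 with 0.5% Albumax at 37 C, 5% CO2. Growth inhibition was scored as reduced luminescence.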
Pf growth 96h: inhibits malaria parasite growth, 96 h; P. falciparum luciferase reporter growth, 96 h; Potency, µM (doses to about 28.7 µM), without a hit: at the highest dose activity change, negative = inhibition, actives largely listed as inhibitors; actives 6.9% (n = 320,000); also: potency is read from the fitted curve at half-maximal effect; % is scaled to controls: 0 for no effect and ±100 for the full control effect
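96 h incubation, 37 C, 5% CO2, of luciferase-reporter P. falciparum-infected RBCs (2% hematocrit, 0.05% parasitemia final) with test compounds; endpoint luminescence.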
Cycloheximide cs: affects cycloheximide protein synthesis inhibition readout, counter-screen; cell reporter, cycloheximide protein synthesis inhibition counterscreen; max response, %; actives 12% (n = 300,000); in the data active = max response mostly above about 13%, no sharp cut-off; inactive = mostly below about 14%; also: read at 38.3 µM for the half of the compounds with a filed dose; 0% is about no effect
LmPK inh: LmPK (Leishmania mexicana) enzyme inhibition; purified LmPK, Kinase-Glo ATP luminescence, 1 h; Potency, µM (doses to about 57.5 µM), for inactives: at the top dose activity change, negative = inhibition, hits mostly inhibitors; actives 0.37% (n = 290,000); also: potency is read from the fitted curve at half-maximal effect; % is scaled to controls: 0 for no effect and ±100 for the full control effect
Target sequence (Q27686 whole entry, looked up): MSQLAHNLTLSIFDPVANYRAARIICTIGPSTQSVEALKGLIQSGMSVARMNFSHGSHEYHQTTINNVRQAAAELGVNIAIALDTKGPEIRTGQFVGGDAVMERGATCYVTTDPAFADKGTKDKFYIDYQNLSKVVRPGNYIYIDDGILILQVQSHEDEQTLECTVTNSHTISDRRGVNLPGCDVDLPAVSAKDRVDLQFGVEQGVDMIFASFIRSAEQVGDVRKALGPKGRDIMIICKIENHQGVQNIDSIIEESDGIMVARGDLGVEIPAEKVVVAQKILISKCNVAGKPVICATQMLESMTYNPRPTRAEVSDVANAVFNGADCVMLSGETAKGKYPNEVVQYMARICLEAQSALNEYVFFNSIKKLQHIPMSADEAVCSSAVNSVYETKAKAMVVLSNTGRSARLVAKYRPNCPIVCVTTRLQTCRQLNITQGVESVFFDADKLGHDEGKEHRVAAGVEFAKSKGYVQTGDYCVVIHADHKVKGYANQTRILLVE
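qHTS format; LmPK 0.1 nM; substrates PEP 0.5 mM and ADP 0.1 mM. One-hour room-temperature incubation, then coupled luciferase luminescence; 0.5 nM enzyme wells mark activation.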
An asterisk follows results filed as active; [ ] = remark or other dose. Unless noted, calls follow the shape of the dose curve; as a rule, active = well fitted curve in the direction sought with a large enough effect; inconclusive = small, poorly fitted or top-dose-only effect, or another doubt; inactive = no such curve, though single readings can be large; an effect the other way counts as inactive or inconclusive.

Start of the listing, in advance (5 entries):
How did CC[C@@H]1CC=C[C@H]2[C@H]1C(=O)N(Cc1ccccc1)[C@H]2c1ccoc1 do in these assays?
TbPYK inhibitor: -10%; Shiga toxin inh: 58*; HCV inhibitor: -27%; Pf growth 48h: 12µM*; Pf growth 96h: inconclusive; Cycloheximide cs: 12*; LmPK inh: 6%

What do the screens show for `CCC(C(=O)Nc1cc(C)on1)c1ccccc1` (configuration not stated)?
TbPYK inhibitor: 0%; Shiga toxin inh: -10; HCV inhibitor: 2%; Pf growth 96h: 4%; Cycloheximide cs: 9; LmPK inh: 2%

What do the screens show for `COc1ccccc1C(=O)NNC(=O)c1ccc(F)cc1`?
TbPYK inhibitor: -1%; Shiga toxin inh: 65*; HCV inhibitor: 19%; Pf growth 48h: 133%[activator]; Pf growth 96h: -24%; Cycloheximide cs: 57*; LmPK inh: -12%

How did COc1ccc(OC)c(-c2cc(C(=O)Nc3c(C)n(C)n(-c4ccccc4)c3=O)no2)c1 do in these assays?
TbPYK inhibitor: -10%; Shiga toxin inh: -12; HCV inhibitor: -24%; Pf growth 48h: 3%; Pf growth 96h: 88%[activator]; Cycloheximide cs: -2; LmPK inh: 0%

Results for O=Cc1c(NCCc2ccc(F)cc2)c2ccccc2[nH]c1=O ?
TbPYK inhibitor: 6%; Shiga toxin inh: -10; HCV inhibitor: 5%; Pf growth 48h: 89%[activator]; Pf growth 96h: 1%; Cycloheximide cs: 1; LmPK inh: -1%

The whole of this part, repeating the preview:
How did CC[C@@H]1CC=C[C@H]2[C@H]1C(=O)N(Cc1ccccc1)[C@H]2c1ccoc1 do in these assays?
TbPYK inhibitor: -10%; Shiga toxin inh: 58*; HCV inhibitor: -27%; Pf growth 48h: 12µM*; Pf growth 96h: inconclusive; Cycloheximide cs: 12*; LmPK inh: 6%

What do the screens show for `CCC(C(=O)Nc1cc(C)on1)c1ccccc1` (configuration not stated)?
TbPYK inhibitor: 0%; Shiga toxin inh: -10; HCV inhibitor: 2%; Pf growth 96h: 4%; Cycloheximide cs: 9; LmPK inh: 2%

What do the screens show for `COc1ccccc1C(=O)NNC(=O)c1ccc(F)cc1`?
TbPYK inhibitor: -1%; Shiga toxin inh: 65*; HCV inhibitor: 19%; Pf growth 48h: 133%[activator]; Pf growth 96h: -24%; Cycloheximide cs: 57*; LmPK inh: -12%

How did COc1ccc(OC)c(-c2cc(C(=O)Nc3c(C)n(C)n(-c4ccccc4)c3=O)no2)c1 do in these assays?
TbPYK inhibitor: -10%; Shiga toxin inh: -12; HCV inhibitor: -24%; Pf growth 48h: 3%; Pf growth 96h: 88%[activator]; Cycloheximide cs: -2; LmPK inh: 0%

Results for O=Cc1c(NCCc2ccc(F)cc2)c2ccccc2[nH]c1=O ?
TbPYK inhibitor: 6%; Shiga toxin inh: -10; HCV inhibitor: 5%; Pf growth 48h: 89%[activator]; Pf growth 96h: 1%; Cycloheximide cs: 1; LmPK inh: -1%

How did COc1ccc(N(CC(=O)Nc2cc(Cl)ccc2C)S(=O)(=O)c2c(C)n[nH]c2C)cc1 do in these assays?
TbPYK inhibitor: -23%; Shiga toxin inh: -3; HCV inhibitor: 6%; Pf growth 48h: inconclusive; Pf growth 96h: inconclusive; Cycloheximide cs: -3; LmPK inh: 9%

What do the screens show for `CC(=O)OC(C[N+]1(C)CCCCCC1)c1ccccc1` (configuration not stated)?
TbPYK inhibitor: -1%; Shiga toxin inh: 3; HCV inhibitor: 2%; Pf growth 48h: -9%; Pf growth 96h: 28%; Cycloheximide cs: 0; LmPK inh: -1%

How did COc1ccc(NS(=O)(=O)c2cccc(C(=O)N/N=C/c3ccccn3)c2)cc1 do in these assays?
TbPYK inhibitor: -5%; Shiga toxin inh: 21; HCV inhibitor: -1%; Pf growth 48h: 0%; Pf growth 96h: 0%; Cycloheximide cs: 9; LmPK inh: 13%

Results for COc1cccc2sc3ccc(C#CC4(O)CCCCC4)cc3c(=O)c12 ?
TbPYK inhibitor: -3%; Shiga toxin inh: 43*; HCV inhibitor: inconclusive; Pf growth 48h: 39%[activator]; Pf growth 96h: inconclusive; Cycloheximide cs: 39*; LmPK inh: 1%

How did Cc1ccc(/C=N\NC(=O)c2csnn2)cc1 do in these assays?
TbPYK inhibitor: -3%; Shiga toxin inh: 98*; HCV inhibitor: 3%; Pf growth 48h: 103%[activator]; Pf growth 96h: 30%[activator]; Cycloheximide cs: 30*; LmPK inh: -30%

How did NC(=O)CC(NC(=O)c1ccccc1)c1ccc(NCc2ccccn2)c([N+](=O)[O-])c1 (configuration not stated) do in these assays?
TbPYK inhibitor: 1%; Shiga toxin inh: -6; HCV inhibitor: 22%; Pf growth 48h: 61%; Pf growth 96h: inconclusive; Cycloheximide cs: -1; LmPK inh: -1%

Results for COc1ccc(C2c3ccc(O)cc3Oc3ncn(CCCO)c(=N)c32)cc1OC (configuration not stated) ?
TbPYK inhibitor: 3%; Shiga toxin inh: -4; HCV inhibitor: 3%; Pf growth 48h: inconclusive; Pf growth 96h: inconclusive; Cycloheximide cs: -2; LmPK inh: 5%

Results for CCN=C1SC(CC(=O)NC(C)c2ccccc2)C(=O)N1CC (configuration not stated) ?
TbPYK inhibitor: -1%; Shiga toxin inh: -4; HCV inhibitor: 17%; Pf growth 48h: 6%; Pf growth 96h: 24%; Cycloheximide cs: -3; LmPK inh: 0%

Results for O=C(O)CCCCCN1C(=O)C(O)=C(C(=O)/C=C/c2ccccc2)C1c1ccccc1[N+](=O)[O-] (configuration not stated) ?
TbPYK inhibitor: -5%; Shiga toxin inh: 41; HCV inhibitor: -7%; Pf growth 48h: 33%[activator]; Pf growth 96h: 9.3µM*; Cycloheximide cs: 14*; LmPK inh: 2%

How did Cc1ccc(C(=O)NCC(=O)NCC(=O)OCc2ccc(Cl)cc2)cc1 do in these assays?
TbPYK inhibitor: -1%; Shiga toxin inh: 4; HCV inhibitor: 7%; Pf growth 48h: 20%; Pf growth 96h: inconclusive; Cycloheximide cs: -2; LmPK inh: 1%

What do the screens show for `CCn1c(=O)cc(OCC(=O)O)c2ccccc21`?
TbPYK inhibitor: -3%; Shiga toxin inh: -15; HCV inhibitor: 14%; Pf growth 48h: 5%; Pf growth 96h: 0%; Cycloheximide cs: -5; LmPK inh: 0%

How did NC(=O)C(c1ccccc1)C1CCCCC1 (configuration not stated) do in these assays?
TbPYK inhibitor: -1%; Shiga toxin inh: 17; HCV inhibitor: -12%; Pf growth 48h: 17%; Cycloheximide cs: -2; LmPK inh: 1%

How did Cc1cc(C(=O)OCC(=O)NCc2ccc(Cl)cc2)c(C)o1 do in these assays?
TbPYK inhibitor: 1%; Shiga toxin inh: 23; HCV inhibitor: 3%; Pf growth 48h: 7%; Pf growth 96h: 84%[activator]; Cycloheximide cs: -2; LmPK inh: -4%

What do the screens show for `Cc1cccc(OCCNc2cc(N3CCN(CCO)CC3)ccc2[N+](=O)[O-])c1`?
TbPYK inhibitor: 4%; Shiga toxin inh: -2; HCV inhibitor: inconclusive; Pf growth 48h: inconclusive; Pf growth 96h: 136%[activator]; Cycloheximide cs: -1; LmPK inh: 3%

Results for O=C(O)CSc1nnc(C2COc3ccccc3O2)n1-c1ccccc1 (configuration not stated) ?
TbPYK inhibitor: 9%; Shiga toxin inh: -9; HCV inhibitor: 14%; Cycloheximide cs: 0; LmPK inh: 9%

Results for CC[N+](CC)(CC)CC(=O)Nc1ccc(SC(F)F)cc1 ?
TbPYK inhibitor: 0%; Shiga toxin inh: 25; HCV inhibitor: 7%; Pf growth 48h: -8%; Pf growth 96h: 15%; Cycloheximide cs: 9; LmPK inh: 9%

Results for Cc1c(Cl)cccc1NC(=O)CNC(=O)Cc1c[nH]c2ccccc12 ?
TbPYK inhibitor: -7%; HCV inhibitor: -9%; Pf growth 48h: -26%; Pf growth 96h: inconclusive

How did O=S(=O)(NCc1cc(-c2ccccc2)no1)c1ccccc1Cl do in these assays?
TbPYK inhibitor: 5%; Shiga toxin inh: 59; HCV inhibitor: 0%; Pf growth 96h: -6%; Cycloheximide cs: 9; LmPK inh: 4%

What do the screens show for `COc1ccc(CN2CCNC(=O)C2CC(=O)N(C)CC2CCOCC2)c(F)c1` (configuration not stated)?
TbPYK inhibitor: 1%; Shiga toxin inh: 36; HCV inhibitor: 18%; Pf growth 48h: -1%; Pf growth 96h: -11%; Cycloheximide cs: -6; LmPK inh: -8%

How did Cn1nc(C(=O)Nc2cccc(C(F)(F)F)c2)c2ccccc2c1=O do in these assays?
TbPYK inhibitor: 0%; Shiga toxin inh: -10; HCV inhibitor: 6%; Pf growth 48h: inconclusive; Pf growth 96h: 39%[activator]; Cycloheximide cs: -3; LmPK inh: 2%

What do the screens show for `COc1ccc(-n2nc3c(N4CCC(C(=O)N5CCCCCC5)CC4)nnc(C)c3c2C)cc1`?
TbPYK inhibitor: 1%; Shiga toxin inh: -7; HCV inhibitor: 11µM*; Pf growth 48h: inconclusive; Pf growth 96h: inconclusive; Cycloheximide cs: 9; LmPK inh: 2%

Results for COc1cc(/C(C)=N\NC(N)=S)cc(OC)c1OC ?
TbPYK inhibitor: -24%; Shiga toxin inh: -3; HCV inhibitor: 9%; Pf growth 48h: inconclusive; Pf growth 96h: inconclusive; Cycloheximide cs: -3; LmPK inh: 1%

What do the screens show for `CCN(CC(=O)Nc1ccccc1C(F)(F)F)C(=O)c1cc2c(s1)CCCCC2`?
TbPYK inhibitor: -6%; HCV inhibitor: 14%; Pf growth 48h: inconclusive; Pf growth 96h: inconclusive

How did COc1ccccc1CNc1cc(C)ccc1C do in these assays?
TbPYK inhibitor: -6%; Shiga toxin inh: -7; HCV inhibitor: -6%; Pf growth 48h: -4%; Cycloheximide cs: -4; LmPK inh: -2%

How did O=C(CN1CCN(c2ccccn2)CC1)Nc1ccc(Oc2ccccc2)cc1 do in these assays?
TbPYK inhibitor: 3%; Shiga toxin inh: -12; HCV inhibitor: -4%; Pf growth 48h: 0%; Pf growth 96h: 5%; Cycloheximide cs: -2; LmPK inh: -1%

How did O=C(NCCc1ccc(Cl)cc1Cl)c1cncc(Br)c1 do in these assays?
TbPYK inhibitor: -8%; Shiga toxin inh: 1; HCV inhibitor: inconclusive; Pf growth 48h: 1%; Pf growth 96h: 1%; Cycloheximide cs: -3; LmPK inh: 4%

What do the screens show for `COCCNC(=O)c1cccc(NS(=O)(=O)c2cccc3cccnc23)c1`?
TbPYK inhibitor: -3%; Shiga toxin inh: -3; HCV inhibitor: 17%; Pf growth 48h: 3%; Pf growth 96h: -16%; Cycloheximide cs: -2; LmPK inh: -1%

Results for COc1ccccc1NCC(=O)NNCC(=O)Nc1ccc(F)c(Cl)c1 ?
TbPYK inhibitor: 5%; Shiga toxin inh: -5; HCV inhibitor: 7%; Pf growth 48h: 0%; Pf growth 96h: -25%; Cycloheximide cs: -2; LmPK inh: 11%

What do the screens show for `CC1S/C(=C(\C#N)C(=O)NCc2ccco2)N(c2ccc(F)cc2)C1=O` (configuration not stated)?
TbPYK inhibitor: -13%; Shiga toxin inh: -16; HCV inhibitor: 4%; Pf growth 48h: 1%; Pf growth 96h: 108%[activator]; Cycloheximide cs: 1; LmPK inh: -1%
